Compound activity from PubChem.
FBW7 act: FBW7 E3 ligase activators, primary screen, biochemical, AlphaScreen, human; AlphaScreen FBW7–phospho-cyclin E peptide binding, activator screen; F-box/WD repeat-containing protein 7 (Homo sapiens), Q969H0; normalized activity (activation), % at 26.1 µM; actives 0.13% (n = 650,000); in the data active = normalized activity above about 1.9%;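 also: purified mutant Fbw7 with reduced substrate affinity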
Target sequence (Q969H0 whole entry, looked up): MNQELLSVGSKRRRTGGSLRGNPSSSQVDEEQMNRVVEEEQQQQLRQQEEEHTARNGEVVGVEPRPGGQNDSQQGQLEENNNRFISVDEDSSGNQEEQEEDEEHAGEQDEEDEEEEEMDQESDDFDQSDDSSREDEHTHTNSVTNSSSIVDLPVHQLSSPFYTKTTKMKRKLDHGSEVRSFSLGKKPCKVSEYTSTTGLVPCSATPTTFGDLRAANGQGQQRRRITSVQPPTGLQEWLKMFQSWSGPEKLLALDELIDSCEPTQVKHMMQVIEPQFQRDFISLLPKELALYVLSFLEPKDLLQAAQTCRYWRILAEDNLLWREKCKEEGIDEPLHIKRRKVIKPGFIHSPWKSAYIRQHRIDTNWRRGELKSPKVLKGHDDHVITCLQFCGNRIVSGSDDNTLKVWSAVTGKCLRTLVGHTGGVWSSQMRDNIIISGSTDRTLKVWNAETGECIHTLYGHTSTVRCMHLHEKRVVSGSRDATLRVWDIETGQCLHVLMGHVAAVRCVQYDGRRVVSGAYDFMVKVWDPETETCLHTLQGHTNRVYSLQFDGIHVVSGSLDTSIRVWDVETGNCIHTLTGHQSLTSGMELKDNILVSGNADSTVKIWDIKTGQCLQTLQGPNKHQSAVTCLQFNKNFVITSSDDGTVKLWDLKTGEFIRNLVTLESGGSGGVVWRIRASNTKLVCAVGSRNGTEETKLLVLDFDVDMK
TEAD-YAP block: TEAD-YAP interaction inhibition, primary screen, TEAD-YAP interaction inhibitor project, luminescence, HEK-TIYL cells; TEAD-Gal4/YAP UAS-luciferase luminescence; inhibition, % at 9.12 µM; actives 1.4% (n = 640,000); in the data active = inhibition above about 32%;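 also: 0% = median of test compound wells and 100% = reference inhibitor wells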
GPR151 ag: activators of human GPR151, primary screen, cell-based, PathHunter beta-arrestin, luminescence. G-protein coupled receptor 151 (Homo sapiens), Q8TDV0. AID 1508602, 2020. PathHunter beta-arrestin GPR151 cells. activation, % at 11.2 µM. actives 1% (n = 650,000); in the data active = activation above about 4.9%;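 also: 0% = median of compound wells and 100% = cells with positive control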
Target sequence (Q8TDV0 whole entry, looked up): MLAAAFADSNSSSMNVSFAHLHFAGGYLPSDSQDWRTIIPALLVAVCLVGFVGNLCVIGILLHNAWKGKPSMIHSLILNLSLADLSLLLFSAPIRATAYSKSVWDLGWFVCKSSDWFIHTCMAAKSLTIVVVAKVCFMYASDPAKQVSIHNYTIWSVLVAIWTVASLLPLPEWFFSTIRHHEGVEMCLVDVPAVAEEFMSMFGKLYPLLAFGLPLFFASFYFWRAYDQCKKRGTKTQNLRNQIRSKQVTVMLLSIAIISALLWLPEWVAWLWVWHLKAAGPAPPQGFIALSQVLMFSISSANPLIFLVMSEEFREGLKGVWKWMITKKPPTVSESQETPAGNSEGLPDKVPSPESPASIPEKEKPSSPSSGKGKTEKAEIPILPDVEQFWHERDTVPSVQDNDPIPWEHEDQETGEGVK
MITF primary: MITF inhibitors, primary screen, biochemical, AlphaScreen, human | Microphthalmia-associated transcription factor (Homo sapiens), O75030 | AlphaScreen MITF homodimerization, bead proximity signal | inhibition, % at 2.6 µM | actives 0.91% (n = 650,000) | AID 1259374, 2018; in the data active = inhibition above about 50%;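 also: 0% = vehicle wells with protein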
Starred values were filed as active, the others as inactive.

SMILES	FBW7 act	TEAD-YAP block	GPR151 ag	MITF primary
O=C(COC(=O)C1CCC(=O)N1)Nc1cc(Cl)ccc1Cl (centres undefined)	0.5	1	0.0	17
CCCCOC(=O)CSc1nnc(-c2ccc(C)cc2)o1	0.7	14	1.7	6
COc1ccc(NC(=O)CSc2nnc(NC(=O)C(C)(C)C)s2)cc1OC	0.2	-1	-0.5	-6
COc1ccc(C)cc1Nc1nc(C)[nH]c1[N+](=O)[O-]	0.0	-10	2.5	-6
CCCCNC(=O)Cn1c2c(c(-c3ccccc3Cl)cc1=O)CCC2	0.5	15	-0.1	5
O=C(Nc1c2c(nn1-c1ccc(Cl)cc1)CSC2)c1cccc(Br)c1	0.1	-3	-0.8	3
CCOC(=O)c1c(-c2ccccc2)oc2ccc(OCC(O)CNCCN(C)C)cc12 (centres undefined)	0.5	3	-1.7	10
CC(C)C(C)NC(=O)CSc1nnc(-c2c[nH]c3ccccc23)o1 (centres undefined)	-0.2	-7	1.7	-3
COC(=O)c1sccc1NC(=S)Nc1ccc(F)cc1	0.0	-4	0.4	-5
CCOC(=O)C1CCCN(S(=O)(=O)c2nc3nc(C)cc(C)n3n2)C1 (centres undefined)	0.2	-1	-2.5	18
CCCCNS(=O)(=O)c1ccc(OCC(=O)Nc2cccc(Cl)c2C)cc1	-0.1	2	1.5	-1
O=C(C1CCN(Cc2cccc(O)c2)CC1)N1CCN(c2ccccc2F)CC1	0.7	4	0.2	76*
O=C(Nc1nccs1)C1CC(=O)N(c2ccccc2Cl)C1 (centres undefined)	-0.4	7	4.1	-3
COC(=O)c1sccc1S(=O)(=O)N(CC(=O)NCc1ccc(F)cc1)c1ccc(C)c(C)c1	0.8	3	0.3	6
CC(=O)c1ccc(N2CCN(c3ccc(S(=O)(=O)N4CCCC4)cn3)CC2)cc1	0.6	2	-1.1	-6
N#Cc1c(NC(=O)c2cccs2)sc2c1CCCCC2	-0.1	22	-1.7	-5
COc1ccc(OCCNC(=O)c2cc(C(F)(F)F)cc(C(F)(F)F)c2)cc1	0.1	2	0.5	-8
CC1CCCC(C)N1C(=O)c1cc(-c2ccco2)on1 (centres undefined)	-0.2	-4	-1.4	-9
CCOC(=O)CC(=O)CSc1ccc2nnc(-c3cccc(F)c3)n2n1	-0.2	-12	-0.4	-6
CC(CNC(=O)c1nnc(-c2ccccc2)o1)c1ccccc1 (centres undefined)	0.1	-37	-0.5	7
COc1cc(OC)nc(C2CCN(C(=O)CCC(=O)O)CC2)n1	0.1	0	1.1	-10
COc1ccc(C2(O)CCN(CC(=O)N(C)C3CCCCC3)CC2)c(OC)c1	-0.1	-6	2.1	-7
CCOC(=O)c1cccc(NC(=O)Cn2c(CC(=O)N3CCCC3)nc3ccccc32)c1	-0.2	6	1.1	-6
CCC(C)C(NS(=O)(=O)c1cccc(C(F)(F)F)c1)C(=O)NCCc1ccccn1 (centres undefined)	0.2	8	2.2	8
Nc1nnc(-c2cccc([N+](=O)[O-])c2)s1	0.1	-1	-0.9	-4
Next section:
SMILES	FBW7 act	TEAD-YAP block	GPR151 ag	MITF primary
CCCC(C)c1c(O)nc(SC)n(CC)c1=O (centres undefined)	0.7	6	0.4	12
CC(=O)NCCc1nc2cc(NS(=O)(=O)c3ccccc3)ccc2n1C	-0.2	-8	0.6	11
CC(C)COC(=O)c1ccc2c(c1)C(=O)NC2=O	1.2	20	-0.9	18
Cn1c(=O)[nH]c(=O)c2c1nc(SCCN1CCCCC1)n2CCCc1ccccc1	-0.1	9	-0.2	6
CCOC(=O)c1ccc(N2C(=O)C3C(c4ccc(Cl)cc4)OC4(C(=O)c5ccccc5C4=O)C3C2=O)cc1 (centres undefined)	-0.1	4	-0.7	-3
COC(=O)c1c(NC(=O)c2ccc([N+](=O)[O-])c(C)c2)sc2c1CCCC2	-0.1	10	1.2	-2
COc1ccc(C2CC(O)C(C)C(c3ccc(OC)cc3)N2)cc1 (centres undefined)	0.0	12	1.3	0
CCOc1ccc(S(=O)(=O)c2ccc(OCC)c([N+](=O)[O-])c2)cc1[N+](=O)[O-]	0.1	-1	-0.5	-1
CC1CCCCN1C(=O)c1ccc(S(=O)(=O)N2CCCCC2C)cc1 (centres undefined)	-0.1	-5	-0.8	-1
O=C(Nc1ccc(NC(=O)c2cccs2)nc1)c1ccncc1	0.0	-57	0.0	6
CCCCn1nnnc1SCC(=O)Nc1ccc(OC)cc1	0.0	7	0.4	3
CCCC1OC23CCCCC2C(C#N)(C(=N)O3)C1(C#N)C#N (centres undefined)	-0.1	-5	0.1	-6
CCOC(=O)C1=CN(Cc2ccc(OC)cc2)C=C(C(=O)OCC)C1c1ccccc1OCc1ccccc1	2.2*	8	0.2	-20
O=C(Cc1cccc2ccccc12)OCc1cc([N+](=O)[O-])cc2c1OCOC2	0.1	2	3.4	-12
Cc1ccc(-c2nc3ncccc3o2)cc1NC(=O)c1cccc(Cl)c1Cl	0.2	4	2.3	1
O=C(c1cccc(S(=O)(=O)NC2CCCCC2)c1)c1cccc(S(=O)(=O)NC2CCCCC2)c1	-0.1	13	0.9	-1
Cc1cc(=O)oc2cc(OCC(=O)N3CCN(S(=O)(=O)c4cccs4)CC3)ccc12	0.1	12	-1.5	6
O=C(Nc1ccccc1)N1CCC2(CC1)OCc1cc(Br)ccc1O2	-0.2	-2	-0.6	-1
O=[N+]([O-])c1cccc(-c2nc(-c3cccnc3)no2)c1	-0.1	-26	-1.4	3
CCN(C(=O)c1oc(=O)c2ccccc2c1-c1ccc(C)cc1)c1ccccc1	0.3	-2	-1.1	18
Cc1c2cnn(CC(=O)Nc3ccc(F)cc3)c(=O)c2c(C)n1Cc1ccccc1Cl	0.0	-1	1.4	7
CC(C)c1nc(CNCc2c(C(=O)N3C[C@@H](C)O[C@@H](C)C3)nc3sccn23)cs1	0.1	1	0.2	3
Cc1ccc(P(=Nc2cc(Cl)ccc2C)(N(C)C)N(C)C)o1	0.1	2	-0.2	22
CCC(C)C(NS(=O)(=O)c1ccc(C)cc1)C(=O)O (centres undefined)	0.0	-6	0.6	-20
CCCOc1ccc(/C=C/C(=O)Nc2ccc(C(C)=O)cc2)cc1	0.0	11	0.6	-22

Reformatted: entries from further up.
> O=C(Nc1c2c(nn1-c1ccc(Cl)cc1)CSC2)c1cccc(Br)c1
  FBW7 act = 0.1	TEAD-YAP block = -3	GPR151 ag = -0.8	MITF primary = 3

> CCOC(=O)c1c(-c2ccccc2)oc2ccc(OCC(O)CNCCN(C)C)cc12 (centres undefined)
  FBW7 act = 0.5	TEAD-YAP block = 3	GPR151 ag = -1.7	MITF primary = 10

> CC(C)C(C)NC(=O)CSc1nnc(-c2c[nH]c3ccccc23)o1 (centres undefined)
  FBW7 act = -0.2	TEAD-YAP block = -7	GPR151 ag = 1.7	MITF primary = -3

> COC(=O)c1sccc1NC(=S)Nc1ccc(F)cc1
  FBW7 act = 0.0	TEAD-YAP block = -4	GPR151 ag = 0.4	MITF primary = -5

(next part)
SMILES	FBW7 act	TEAD-YAP block	GPR151 ag	MITF primary
O=C(C1CCN(S(=O)(=O)c2ccc(-n3cnnn3)cc2)CC1)N1CCC(O)CC1	0.0	9	1.7	4
CCOC(=O)N1CCN(c2nc(CN3CCCCC3COC)nc3c(C)cccc23)CC1 (centres undefined)	0.7	-13	-0.1	14
O=C(Nc1nc([N+](=O)[O-])cs1)c1ccc(Cl)cc1Cl	-0.3	88*	-8.8	7
Cn1c(=O)c2c(ncn2Cc2nc(N)nc(N3CCCCC3)n2)n(C)c1=O	-0.1	-6	1.0	-9
CC(C)(C)n1nc2c(c1NC(=O)c1ccc(Br)cc1)CS(=O)C2 (centres undefined)	-0.1	5	-1.2	-10
O=C(Nc1ccc(SC(F)F)cc1)c1ccc(Cl)c([N+](=O)[O-])c1	0.2	17	0.4	3
O=C1NC(=S)N/C1=C\c1ccc(-c2cc([N+](=O)[O-])ccc2Br)o1	-0.1	-10	-0.8	7
COc1ccc(C2SCCN2S(=O)(=O)c2cccc(C)c2)cc1OC (centres undefined)	-0.2	-1	0.4	4
COc1ccc(N2CCN(C(=O)CCC3(Cc4ccc(F)cc4)CCC(=O)N3)CC2)cc1 (centres undefined)	-0.1	3	0.2	2
Fc1ccc(-c2nnn(Cc3ccc(Cl)c(Cl)c3)n2)cc1	0.1	8	1.4	15
Fc1ccc(C2C=C(c3ccc(Br)cc3)Nc3nnnn32)cc1 (centres undefined)	0.1	7	-1.0	12
Cc1ccc(/C=C/C(=O)Nc2sc3c(c2C(N)=O)CCC(C)C3)cc1 (centres undefined)	0.1	-3	1.3	12
CCCC1=NN(c2ccccc2)C(=O)/C1=C\c1ccc(OCC(=O)O)c(OCC)c1	0.0	-2	0.6	-6
C1=NN(c2ccccc2)CNN1c1ccccc1	0.0	-7	1.1	-4
CCOC(=O)c1ccc(N2C(=O)C3CC=CCC3C2=O)cc1 (centres undefined)	0.3	-18	-0.9	18
O=C(NCc1cccc(C(F)(F)F)c1)c1cc2cnccc2nc1C(F)(F)F	0.1	0	-0.5	-7
CCC(=O)N/C(N)=N/c1nc2ccccc2o1	-0.2	-45	-0.4	1
O=C(N/N=C/c1ccccc1O)c1ccc(Br)o1	-0.2	-37	-1.1	-60
COc1ccc(-c2cc3nc(C)c(CCC(=O)NN4CCOCC4)c(C)n3n2)c(OC)c1	-0.2	5	0.2	12
Oc1ccccc1N1CCN(c2ncnc3sccc23)CC1	-0.1	56*	-2.1	0
CCN(c1ccccc1)S(=O)(=O)c1ccc2[nH]cc(C(=O)NCc3cccnc3)c(=O)c2c1	-0.4	12	0.1	20
O=C(c1cc(-c2ccc(F)cc2)n[nH]1)N1CCN(C(=O)c2ccco2)CC1	0.1	3	-0.5	21
CCOC(=O)C1=C(C)N=c2s/c(=C\c3ccc(-c4ccc(Cl)c(C(=O)O)c4)o3)c(=O)n2C1c1cc(OC)ccc1OC (centres undefined)	0.0	0	0.4	4
Cn1c(SCc2ccccc2C#N)nnc1-c1cnccn1	0.2	-48	-0.3	12
COc1cccc(-c2nc3ccccc3c(=O)n2NC(=O)c2cc3cc(Br)ccc3oc2=O)c1	0.2	-2	0.8	1
New compounds follow:
SMILES	FBW7 act	TEAD-YAP block	GPR151 ag	MITF primary
O=c1cc(-c2ccc3c(c2)OCCO3)oc2cc(Cl)ccc12	0.0	7	-1.5	21
O=C(CSc1nc2ccccc2[nH]1)Nc1ccccc1OC(F)F	0.1	-3	-0.2	-10
c1ccc(N2CCN(c3nc(NCc4cccnc4)c4ncn(-c5ccsc5)c4n3)CC2)nc1	-0.1	51*	-2.4	6
OCCN=c1scc(-c2ccc(Br)cc2)n1-c1ccccc1	-0.1	-27	2.6	12
COc1ccccc1NC(=O)c1c[nH]c(=O)n(-c2ccc(C)c(C)c2)c1=O	0.1	-6	-0.8	1
CCCCN(CC)C(=O)CCNC(=O)Cn1cnc2ccccc2c1=O	-0.1	-4	2.0	4
CCOC(=O)c1ccc(NC(=O)C(=O)Nc2ccncc2)cc1	-0.5	-17	-1.7	-13
CC(=O)Nc1cnn(-c2ccc(C(=O)N3CCC(c4ccc(F)cc4)C3)cc2)c1 (centres undefined)	0.1	8	-0.1	13
COc1ccc(/C=N/NC(=O)CC2C(=O)NN=C2C)cc1OCc1ccccc1 (centres undefined)	0.1	2	0.7	5
O=S(=O)(NCc1ccncc1)c1ccc(S(=O)(=O)NC2CCCC2)cc1	0.1	-11	-1.2	13
Cc1ccc(N2CN=c3s/c(=C4\C(=O)Nc5ccccc54)c(=O)n3C2)cc1	-0.2	10	0.2	12
Nc1ccc(Br)cc1/C(=N/O)c1ccccc1	0.1	0	0.0	7
CN1C(=O)C(C)(C)c2cc(S(=O)(=O)N3CCC(C(=O)N4CCCCCC4)CC3)ccc21	0.7	2	0.1	-7
COc1ccc(OC)c(/C=C2N=C(/C=C/c3ccc(Cl)cc3)OC/2=O)c1	0.2	-7	-0.8	-4
NC(=O)C1CCCN(Cc2cc(-c3ccnc4cc(Cl)ccc34)ccc2O)C1 (centres undefined)	-0.1	0	-0.9	6
COc1ccccc1C/C(N)=N/OC(=O)c1cccs1	0.7	-16	0.5	5
Cc1c(Cl)cccc1N(CC(=O)Nc1ccccc1Cl)S(C)(=O)=O	-0.1	5	0.3	-11
O=C(Nc1ccc(Oc2ccc3ccccc3c2Br)c(Cl)c1)c1cc(Cl)cc(Cl)c1O	-0.1	5	0.0	8
O=C(COC(=O)c1ccc2c3c1C1C=CCC1CN3CC1CC=CC21)c1ccc(Br)cc1 (centres undefined)	0.0	3	-0.3	6
Cc1ccc(-n2c(=S)sc3c(=O)n(-c4ccc(F)cc4)c(SCc4ccc(Cl)cc4)nc32)cc1C	0.1	-8	1.3	6
c1ccc2c(NC3CC3)nc(N3CCCC3)nc2c1	0.6	32*	-0.4	3

Taken from above.
Cc1ccc(/C=C/C(=O)Nc2sc3c(c2C(N)=O)CCC(C)C3)cc1 (centres undefined) @ MITF primary = 12
COc1ccc(C2CC(O)C(C)C(c3ccc(OC)cc3)N2)cc1 (centres undefined) @ TEAD-YAP block = 12
COc1cc(OC)nc(C2CCN(C(=O)CCC(=O)O)CC2)n1 @ MITF primary = -10
CCCCNC(=O)Cn1c2c(c(-c3ccccc3Cl)cc1=O)CCC2 @ MITF primary = 5
CC(=O)c1ccc(N2CCN(c3ccc(S(=O)(=O)N4CCCC4)cn3)CC2)cc1 @ TEAD-YAP block = 2
NC(=O)C1CCCN(Cc2cc(-c3ccnc4cc(Cl)ccc34)ccc2O)C1 (centres undefined) @ MITF primary = 6
O=S(=O)(NCc1ccncc1)c1ccc(S(=O)(=O)NC2CCCC2)cc1 @ FBW7 act = 0.1
